Assay outcomes: PubChem, National Center for Advancing Translational Sciences (NCATS)
DRD3 agonist = D3 dopamine receptor (human) agonism | P35462 | AID 652048 | 410,000 compounds, 0.58% hits | D3R DiscoveRx beta-arrestin cells, luminescence, 90 min | max activation, %; in the data active = max activation above about 30%; note: 0% is about no effect; mostly tested at two doses, the higher about 12 µM
Target sequence (P35462 whole entry, looked up): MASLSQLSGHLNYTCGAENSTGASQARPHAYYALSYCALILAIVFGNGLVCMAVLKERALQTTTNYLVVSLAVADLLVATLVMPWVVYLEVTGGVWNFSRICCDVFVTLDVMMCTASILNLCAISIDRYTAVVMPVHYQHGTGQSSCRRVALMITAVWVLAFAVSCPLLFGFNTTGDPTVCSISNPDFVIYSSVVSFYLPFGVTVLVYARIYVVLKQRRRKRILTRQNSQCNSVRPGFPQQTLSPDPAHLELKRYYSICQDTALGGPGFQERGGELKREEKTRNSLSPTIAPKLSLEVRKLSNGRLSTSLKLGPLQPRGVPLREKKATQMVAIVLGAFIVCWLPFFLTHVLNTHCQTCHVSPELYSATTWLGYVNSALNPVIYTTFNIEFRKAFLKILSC
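Cells at 1500/well, incubated overnight, then treated with pinned compounds (dopamine as control) for 90 min at 37 degrees C. DiscoveRx reagent added for 30 - 60 minutes at room temperature; luminescence read.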
HT1080 IDH1KD tx = kills HT-1080 cells with IDH1 knockdown | HT-1080 IDH1 knockdown viability, ATP luminescence, 48 h | AID 686971 | 360,000 compounds, 2% hits | Potency, µM (doses to about 46.1 µM), for inactives: at the top dose activity, negative = toxicity, usual class: cytotoxic;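 note: potency is the fitted concentration of half-maximal effect; 0% = DMSO wells and -100% = cell-free medium wells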
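Cytotoxicity counter-line: IDH1KD HT-1080, 48 h, CellTiter-Glo. Curves classed by r2, magnitude and activity.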
KB-V1 MDR tox = kills drug-selected multidrug resistant KB-V1 cells. KB-V1 MDR cells viability, CellTiter-Glo, 72 h. Potency, µM (top dose mostly 46.1 µM), without a hit: at the top dose activity change, negative = cytotoxicity, most hits filed as cytotoxic. 400,000 compounds, 3.4% hits. AID 1347076; note: potency is the fitted concentration of half-maximal effect; % is set by controls: 0 for no effect and ±100 for the full control effect; nearly all actives have a fitted effect of over 60% in size
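KB-V1 cells (P-gp-expressing MDR subline of KB-3-1) in phenol-red-free DMEM with 10% FBS were exposed to library compounds over a concentration series for 72 h at 37 degrees C. Viability read by CellTiter-Glo luminescence; concentration-effect curves fitted after normalization.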
GLP1R ag = activates the human GLP-1 receptor | P43220 | HEK293 GLP-1R CRE-luciferase, luminescence, 4-6 h; cells express a hypersensitive GLP-1R form | Potency, µM (top dose mostly 45.6 µM), for inactives: top-dose activation, most hits filed as activators | 380,000 compounds, 0.007% hits | AID 624172; note: potency is the fitted concentration of half-maximal effect; % of control where 0% means no effect
Target sequence (P43220 whole entry, looked up): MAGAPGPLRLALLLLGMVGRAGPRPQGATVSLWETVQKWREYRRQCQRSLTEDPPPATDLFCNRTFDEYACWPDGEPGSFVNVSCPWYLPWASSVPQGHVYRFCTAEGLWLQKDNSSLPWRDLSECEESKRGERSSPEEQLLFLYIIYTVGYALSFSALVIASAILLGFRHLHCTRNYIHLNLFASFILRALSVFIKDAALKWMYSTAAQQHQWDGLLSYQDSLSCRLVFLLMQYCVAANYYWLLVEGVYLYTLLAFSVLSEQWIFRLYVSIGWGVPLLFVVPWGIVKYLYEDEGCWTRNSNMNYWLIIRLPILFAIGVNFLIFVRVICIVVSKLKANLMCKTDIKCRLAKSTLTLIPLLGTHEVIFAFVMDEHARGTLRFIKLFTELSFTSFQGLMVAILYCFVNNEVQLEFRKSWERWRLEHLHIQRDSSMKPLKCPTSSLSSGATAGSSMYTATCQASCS
DRD3 antagonist = D3 dopamine receptor (human) antagonism; P35462; D3R cells, DiscoveRx beta-arrestin luminescence, antagonist mode; stronger effect = lower value; max response, negative = inhibition, %; 360,000 compounds, 2.5% hits; in the data active = max response below about -50%; inconclusive = no clear call, values can overlap the other calls; note: % is set by controls: 0 for no effect and ±100 for the full control effect; mostly tested at two doses, the higher about 12 µM
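Cells expressing the human receptor were seeded at 1500 cells/well, incubated overnight at 37 degrees C in 5% CO2, then exposed to library compounds with dopamine controls for 90 minutes at 37 degrees C before luminescent detection.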
KB-3-1 cytotox = kills parental KB-3-1 adenocarcinoma cells; 400,000 compounds, 1.4% hits; KB-3-1 viability, CellTiter-Glo ATP luminescence, 72 h; Potency, µM (doses to about 46.1 µM), without a hit: at the highest dose activity change, negative = cytotoxic, actives largely listed as cytotoxic; note: potency is the fitted concentration of half-maximal effect; % is set by controls: 0 for no effect and ±100 for the full control effect; nearly all actives have a fitted effect of over 60% in size
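Cytotoxicity measured as CellTiter-Glo luminescence after 72 h at 37 C. Compound titrations were pinned onto drug-naive KB-3-1 parental adenocarcinoma cells grown in DMEM with 10% FBS, and normalized data fitted to concentration-response curves.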
IL1B secr inh = inhibitors of inflammasome signaling (IL-1 beta secretion) | THP-1 LPS/ATP IL-1B secretion, AlphaLISA, 16 h; stronger effect = lower value | activity change, % at 57.5 µM | 360,000 compounds, 4.7% hits | AID 743279; in the data active = activity change below about -50%; inconclusive = mostly about -30% to -49%; note: % is set by controls: 0 for no effect and ±100 for the full control effect
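Secreted IL-1B measured by AlphaLISA bead assay after 16 h compound exposure of THP-1 cells; compounds (final up to 57.5 uM) added 1 h before LPS (250 ng/mL) and ATP (1.25 mM) stimulation; lower signal means less secretion.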
HT1080NT lethal = kills 2HG-producing HT-1080-NT fibrosarcoma cells; HT-1080-NT fibrosarcoma viability, CellTiter-Glo ATP luminescence, 48 h; 360,000 compounds, 1.6% hits; Potency, µM (highest dose often 46.1 µM), for the others: at the highest dose activity, negative = less viability, hits mostly cytotoxic;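 note: NT is the 2HG producing partner of a matched IDH1 knockdown line; potency is the fitted concentration of half-maximal effect; 0% = DMSO-treated cells and -100% = media-only wells without cells; nearly all actives have a fitted effect of over 55% in size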
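Read-out is CellTiter-Glo luminescence after 10 minutes at room temperature, following 48 hours' compound treatment of HT-1080-NT cells (750 cells/well, RPMI, 5% FBS, 37 degrees C).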
SW480 rerep = inducers of DNA re-replication in SW480 colon cancer cells; SW480 DNA re-replication, Hoechst DNA content imaging, 48 h; Potency, µM (highest dose often 46.1 µM), without a hit: top-dose re-replication activation, hits mostly activators; 340,000 compounds, 1.8% hits; note: potency is the fitted concentration of half-maximal effect; % of control where 0% means no effect; nearly all actives have a fitted effect of over 55% in size
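Treated cells incubate 48 hr (37 C, 5% CO2), are stained 40 min with Hoechst, and nuclear fluorescence is enumerated; a rise in nuclei with high DNA signal marks re-replication.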
Active calls of the source: *; ? = inconclusive; . = no result given; & = joins results of further samples; [ ] = remark or other dose. Unless noted, calls come from the whole dose curve; as a rule, active = well fitted curve in the direction sought with a large enough effect; inconclusive = small, poorly fitted or top-dose-only effect, or another doubt; inactive = no such curve, though single readings can be large; an effect the other way counts as inactive or inconclusive.

| smiles | DRD3 agonist | HT1080 IDH1KD tx | HT1080NT lethal | IL1B secr inh | KB-V1 MDR tox | KB-3-1 cytotox | SW480 rerep | DRD3 antagonist | GLP1R ag |
| --- | --- | --- | --- | --- | --- | --- | --- | --- | --- |
| COc1cc(C(=O)Nc2scc(-c3ccc(Br)cc3)c2C(=O)O)cc(OC)c1OC | 2 | 7% | -6% | 2 | 16% | -4% | -11% | -2 | -5% |
| COc1ccc(NC(=O)c2sc3nc[nH]c(=O)c3c2C)cc1OC | -10 | . | . | . | ? | -3% | . | . | -1% |
| Cc1onc(-c2ccccc2)c1C(=O)NC(=S)NNC(=O)c1ccccc1O | 25 | 5.2µM* | 8.2µM* | 100 | ? | ? | -5% | 29 | 1% |
| O=C(Nc1ccc(O)c(C(=O)O)c1)Oc1ccccc1 | -1 | -3% | -1% | -12 | -4% | 0% | -5% | -3 | -8% |
| Cc1c(C(=O)NCc2ccccc2)cnn1-c1ccccc1 | 1 | 4% | 7% | -14 | -3% | -3% | -1% | -11 | -3% |
| COC(=O)c1[nH]c2ccccc2c1NS(=O)(=O)c1ccc(OC)cc1OC | -1 | -10% | 0% | 27 | -12% | -2% | 2% | -3 | 0% |
| Cc1ccc(C)c(NC(=O)CC2Sc3ccccc3NC2=O)c1 (stereo not given) | 5 | 1% | 0% | 10 | ? | 9% | -4% | 5 | -7% |
| COc1cc2[nH]c(=S)n(C3CCCC3)c(=O)c2cc1OC | 12 | -11% | -11% | 9 | ? | -26% | -1% | 36 | 7% |
| CC(C)c1ccc(N(CC(=O)NC(C)(C)C)C(=O)CCC(=O)Nc2nccs2)cc1 | 0 | 0% | -1% | 4 | 3% | 3% | -1% | 5 | 6% |
| COc1c(O)ccc(/C=C(\C#N)c2nc3ccccc3[nH]2)c1[N+](=O)[O-] | -3 | 3% | 5% | 16 | 1% | 12% | -4% | 0 | 2% |
| COCCNC(=O)c1cc2c(-c3ccc(Cl)cc3)nn(C)c2s1 | 2 | -14% | -26% | -12 | -26% | -8% | 1% | 28 | -5% |
| CC(C)OCCCNC(=O)c1cc(S(=O)(=O)N2CCc3ccccc32)cn1C | 4 | -2% | 0% | 18 | -8% | 4% | -6% | -13 | -2% |
| CCOc1cc(N2CCOCC2)c(OCC)cc1NC(=O)COC(=O)COc1cc(C)cc(C)c1 | 3 | 13% | 8% | 10 | 43% | ? | -3% | 17 | 0% |
| Cc1cccc(-c2nc3ccccc3c(=O)n2NC(=O)Cc2ccc(Cl)cc2)c1 | 4 | 2% | 18% | 58 | 2% | -1% | -5% | 20 | 9% |
| CN1CCN(/N=C/c2cccc(Cl)c2Cl)CC1 | -14 | 9% | 0% | 3 | 9% | 6% | -8% | -9 | 9% |
| O=C(NCCCN1CCCCCC1)c1ccc2c(c1)NC(=O)C(N1CCOCC1)S2 (stereo not given) | -10 | 5% | 13% | -9 | ? | 13% | -5% | -3 | -10% |
| CN1CCc2nc(SCC(=O)Nc3cccc(F)c3)c(C#N)c(-c3cccs3)c2C1 | -27 | -21% | -19% | 0 | -28% | -5% | -5% | -50* | -1% |
| CCCCn1c(N)c(N(CCC(C)C)C(=O)C2=COCCO2)c(=O)[nH]c1=O | 5 | 5% | 7% | 0 | ? | 20% | -2% | 23 | -6% |
| Cc1ccc2c(c1)C(=O)C(=O)N2CC1COc2ccccc2O1 (stereo not given) | -9 | ? | -2% | -93* | 21µM* | ? | 23µM* | -2 | 21% |
| C[C@@]12C(C[C@H](O)[C@@]34C[C@@H](CCC13)[C@@H](CO)C4=O)[C@](C)(C(=O)O)CC[C@@H]2O (stereo not given in full) | -9 | ? | 29µM* | -5 | 14% | 0% | . | 0 | -3% |
| CC(=O)N1CCc2c(sc3c2c(=O)n(-c2ccccc2)c(=O)n3Cc2cccc(C(F)(F)F)c2)C1 | -14 | . | . | . | -28% | ? | . | . | 0% |
| Cc1ccccc1N1CCN(Cc2ccc([N+](=O)[O-])o2)CC1 | -21 | 0% | 4% | 1 | -5% | -10% | -3% | -3 | -5% |
| O=C(NCc1n[nH]c(=S)n1-c1ccc(F)cc1)c1ccc(S(=O)(=O)N2CCCC2)cc1 | -10 | 5% | 8% | 45 | 14% | 14% | -3% | 6 | -8% |
| O=C(Cc1ccccc1)Nc1nonc1NC(=O)c1ccccc1 | 0 | ? | -18% | 6 | -26% | 0% | -5% | 25 | -1% |
| O=C(NC(=S)Nc1ccccc1[N+](=O)[O-])c1cncc(Br)c1 | -8 | 6% | 4% | 9 | 26% | 0% | -27% | ? | 13% |
| COc1ccc(C(=O)NCCS(=O)(=O)N2CCc3ccccc3C2)cc1 | 4 | 1% | 0% | -15 | -1% | -4% | -1% | -15 | 10% |
| c1csc(-c2noc(COc3ccc4c(c3)CCCC4)n2)c1 | 5 | 1% | -5% | -19 | 0% | 0% | 7% | 33 | 4% |
| CCOC(=O)C1=C(CC)OC(N)=C(C#N)C1c1ccc(OC)c(C)c1OC (stereo not given) | 1 | 17% | 20% | ? | -2% | -1% | -3% | -4 | -2% |
| Cc1cccn2c(NC(=O)c3ccccc3F)c(-c3ccccc3)nc12 | 3 | 8% | 1% | -16 | ? | -36% | -4% | 9 | 33% |
| CCOC(=O)c1cnc2c(c(C)nn2C)c1Oc1cc(Cl)cc(Cl)c1 | -1 | 7% | 2% | 11 | -10% | -14% | -20% | -6 | -4% |
| CNC(=S)N(CCc1cccc(C)c1)Cc1cc2cc(OC)c(OC)cc2[nH]c1=O | -10 | 8% | -2% | 4 | ? | 23% | -15% | 5 | ? |
| O=C(N/N=C\c1ccoc1)c1ccco1 | 5 | 14% | 11% | 3 | 22% | 7% | -4% | -6 | -2% |
| CCOC(=O)C1CCN(C(=O)Cc2c(C(=O)O)n(C)c3ccccc23)CC1 | 1 | 0% | 1% | 10 | 2% | -8% | -1% | 11 | 3% |
| CCN(c1ccc(OC)cc1)S(=O)(=O)c1ccc2c(c1)CC(C)N2C(=O)C1CC1 (stereo not given) | -5 | -12% | -6% | ? | -21% | -12% | -15% | 13 | 21% |
| CO[C@@H]1CN(C)C(=O)c2cc(NC(=O)Nc3ccc(Cl)cc3)ccc2OC[C@H](C)NC[C@H]1C | 5 | ? | ? | -29 | 7% | 4% | . | 2 | . |
| CC(=O)[C@H]1CC[C@H]2[C@@H]3C=CC4=CC(=O)CC[C@@]4(C)[C@@H]3CC[C@]12C | 4&13 | 3% | 18% | 3 | ? | 0% | -36%[inhibitor] | 19 | 20% |
| CCC(C)C(=O)Nc1c2c(nc3c1CCC3)CCCC2 (stereo not given) | -3 | 8% | 1% | 4 | 2% | 3% | -16% | -12 | -1% |
| Cc1c(C(=O)NCc2n[nH]c(=S)n2-c2ccc(F)cc2)cccc1[N+](=O)[O-] | -13 | -1% | -17% | 0 | ? | -6% | 97%[1.84 µM] | 0 | -6% |
| COc1cc(/C=N/NS(=O)(=O)c2ccc3ccccc3c2)ccc1OCCN1CCOCC1 | 0 | 0% | -7% | 0 | 0% | 15% | 1% | -13 | 20% |
| O=C(NCCNC(=O)c1ccco1)c1cccc(F)c1 | -7 | 15% | 18% | 1 | 5% | -3% | -9% | 14 | -8% |
| CCc1nc2ccc(C(=O)NCc3ccccc3OC)cn2c1N(CC)CCN(C)C | 1 | -4% | 0% | ? | 3% | 0% | . | 3 | 0% |
| COc1ccc(Cl)cc1NC(=O)CSc1cc(C)[nH]c(=O)n1 | -7 | . | . | . | 0% | 0% | . | . | 2% |
| COc1ccc(-c2nc[nH]c2[N+](=O)[O-])cc1 | -4 | 1% | -2% | 9 | ? | -13% | -4% | -16 | 1% |
| Cc1ccc(Sc2ncccc2/C=N/O)cc1 | 18 | 2% | 7% | -14 | ? | ? | 7% | 4 | 20% |
| Nc1nc(N=Nc2ccc(O)cc2)cc(=O)[nH]1 | -22 | -18% | -5% | -27 | 20% | -18% | . | -90* | 1% |
| Cc1ccc(-n2cccn2)cc1 | 1 | 24% | 12% | 10 | 2% | 2% | -4% | 0 | -1% |
| N#C/C(=C\c1cccs1)Sc1nc2ccccc2s1 | -13 | -4% | -8% | -98* | ? | -24% | 13% | -24 | 7% |
| CCOC(=O)c1ccc(NC(=O)Oc2ccccc2)cc1 | -2 | -22% | -10% | 15 | 10% | -2% | -5% | -4 | -3% |
| COc1ccc(C(=O)O)cc1N1C(=O)Nc2ccccc2N1O | 0 | 0% | 1% | 6 | 18% | 0% | -4% | 0 | -1% |
| COc1cccc(NC(=O)C2CCCN2C(=O)Nc2cccc(F)c2)c1 (stereo not given) | 3 | -3% | -1% | -10 | 7% | ? | 3% | -16 | 10% |
| CC1Cc2ccccc2N1CC(=O)Nc1ccc2c(c1)OCO2 (stereo not given) | -10 | ? | 0% | -16 | -13% | -19% | -8% | -13 | -3% |
| CCc1noc(C)c1C(=O)NCCc1ccc(F)cc1 | -4 | -8% | -2% | -6 | -2% | 2% | 1% | 12 | -4% |
| COc1cccc(COc2ccc(N(C)S(=O)(=O)c3ccccc3)cc2)c1 | 2 | -11% | -23% | -15 | ? | ? | -6% | 3 | 14% |
| Cc1noc(C)c1-c1ccc(C(=O)NCc2cccnc2)c2occc12 | 3 | -18% | -8% | 79 | -3% | 0% | . | -13 | 14% |
| Cc1ccc(NS(=O)(=O)c2cc(C(=O)O)ccc2Cl)cc1 | 0 | -13% | 0% | 0 | ? | 14% | -2% | 0 | -2% |
| Cc1c(CC(=O)N[C@@H](C)C(=O)O)c(=O)oc2cc3occ(-c4ccccc4)c3cc12 | 3 | 4% | -9% | -6 | ? | 1% | -19% | 11 | -3% |

Random draw from the library; any-hit rate near 12%.
